# Screens: PubChem, National Center for Advancing Translational Sciences (NCATS)
# Giardia kill: Giardia lamblia killing; AID 540267; Giardia lamblia trophozoite viability; activity change, % at 7.66 µM, hits read low; 340,000 compounds, 0.15% hits; in the data active means activity change below about -80%; inconclusive means between about -30% and that limit;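 further: parasites exposed to compound for two days anaerobically before the ATP read; on the % scale 0 is the no-effect control and ±100 the full control effect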
#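 Killing of trophozoites was scored by loss of ATP luminescence after a 48 hrs anaerobic exposure to compounds at 37 deg C, using 100 cells per well.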
# CXXC DNA block: MLL CXXC-DNA interaction inhibition; MLL-CXXC / FITC-HOXA9 DNA fluorescence polarization; Potency, µM (doses to about 115 µM), inactives show at the highest dose activity change, negative = inhibition, most hits filed as inhibitors; 290,000 compounds, 0.037% hits; AID 2662; active means well fitted inhibition curve with a large enough effect in the polarisation, with a control signal flat, not every such curve was filed as active; inconclusive means small, poorly fitted or top-dose-only effect, or effect the other way, or a change in a side signal; inactive means no such curve, though single readings can be large or run the other way; the % refers to the polarisation; further: potency means the concentration at half of the fitted maximal effect
#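 Purified MLL-CXXC (added from a 7 uM solution) was preincubated 5 min at ambient with pinned compounds in 50 mM Tris-HCl pH 7.5, 50 mM NaCl, 1 mM DTT, 0.05% BSA. Fluorescein-labeled HOX-A9 DNA (50 nM solution) followed, 30 min, then polarization read.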
# TCR activator: T cell receptor activation; 330,000 tested, under 10 active; AID 504894; primary human leukocytes, anti-CD3, IL-2 HTRF, 48 h; Potency, µM (series often up to 9.22 µM), inactives show at the top dose activation of IL-2 secretion, hits mostly activators; further: % of control where 0% means no effect
#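 Using a-CD3 beads without co-stimulation, primary human leukocytes were exposed to compounds for 48 hr. An HTRF IL-2 kit measured the cytokine, with europium-to-d2 energy transfer producing emission at 665nm upon 320nm excitation.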
# Coupling enz: coupling enzyme interference in Giardia aldolase counter-screen. 290,000 compounds, 0.67% hits. activity change, negative = inhibition, % at 58.2 µM, hits read low. coupling enzyme system counterscreen, AmpLite Red fluorescence; in the data active means activity change below about -30%; further: on the % scale 0 is the no-effect control and ±100 the full control effect
#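 Compounds tested against the coupling enzymes alone at 57.5 uM final; readout was AmpLite Red fluorescence (525/598 nm) after 20 min at RT.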
# A-T KAP1 phos: candidate therapy for ataxia-telangiectasia | […] A-T fibroblasts, KAP-1 phosphorylation AlphaLISA; neocarzinostatin DNA damage 30 min before lysis | Potency, µM (series often up to 57.5 µM), without a hit: top-dose activation, most hits filed as activators | 320,000 compounds, 0.19% hits | AID 485349; further: potency means the concentration at half of the fitted maximal effect; % of control where 0% means no effect; nearly all actives have a fitted effect of over 45% in size
#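 hTERT-immortalized A-T patient fibroblasts ([…]), 500 cells/well in OPTI-MEM, 1% FBS, got compounds for 60 min, then NCS for 30 min at 37C. Lysates were then assayed for phospho-KAP-1 by AlphaLISA (anti-pKAP1 donor, anti-KAP1 acceptor beads), 6 hr at 25C.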
# GALK inhibitor: blocks human galactokinase activity; P51570; Purified GALK, Kinase-Glo residual ATP luminescence; Potency, µM (doses to about 57.5 µM), without a hit: at the top dose activity change, negative = inhibition, hits mostly inhibitors; 270,000 compounds, 0.007% hits; further: potency means the concentration at half of the fitted maximal effect; on the % scale 0 is the no-effect control and ±100 the full control effect
# Target sequence (P51570 whole entry, looked up): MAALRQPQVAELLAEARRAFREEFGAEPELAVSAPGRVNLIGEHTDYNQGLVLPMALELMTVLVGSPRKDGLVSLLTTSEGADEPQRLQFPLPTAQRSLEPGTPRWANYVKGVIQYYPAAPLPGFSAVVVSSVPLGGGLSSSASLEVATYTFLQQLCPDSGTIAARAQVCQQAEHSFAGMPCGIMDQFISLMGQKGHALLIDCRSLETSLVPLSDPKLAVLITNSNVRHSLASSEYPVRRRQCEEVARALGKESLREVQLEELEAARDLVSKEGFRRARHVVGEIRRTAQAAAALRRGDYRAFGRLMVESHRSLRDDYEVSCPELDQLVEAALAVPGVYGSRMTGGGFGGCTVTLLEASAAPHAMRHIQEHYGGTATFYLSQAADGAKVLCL
#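 Compounds were pin-transferred into ATP buffer (35 uM final), then GALK plus galactose (5 nM, 100 uM final) was added. After 1 h at room temperature, Kinase-Glo Plus was added and luminescence read after 10 min.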
# Tb PFK block: T. brucei PFK enzyme inhibition; O15648; T. brucei PFK, ADP-Glo luminescence; Potency, µM (titrated, usually from 57.5 µM), inactives show top-dose activity, negative = inhibition, usual class: inhibitors; 330,000 compounds, 0.17% hits; AID 485367;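 further: potency means the concentration at half of the fitted maximal effect; 0% = uninhibited 1x PFK enzyme wells and -100% = no-enzyme wells; nearly all actives have a fitted effect of over 60% in size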
# Target sequence (O15648 whole entry, looked up): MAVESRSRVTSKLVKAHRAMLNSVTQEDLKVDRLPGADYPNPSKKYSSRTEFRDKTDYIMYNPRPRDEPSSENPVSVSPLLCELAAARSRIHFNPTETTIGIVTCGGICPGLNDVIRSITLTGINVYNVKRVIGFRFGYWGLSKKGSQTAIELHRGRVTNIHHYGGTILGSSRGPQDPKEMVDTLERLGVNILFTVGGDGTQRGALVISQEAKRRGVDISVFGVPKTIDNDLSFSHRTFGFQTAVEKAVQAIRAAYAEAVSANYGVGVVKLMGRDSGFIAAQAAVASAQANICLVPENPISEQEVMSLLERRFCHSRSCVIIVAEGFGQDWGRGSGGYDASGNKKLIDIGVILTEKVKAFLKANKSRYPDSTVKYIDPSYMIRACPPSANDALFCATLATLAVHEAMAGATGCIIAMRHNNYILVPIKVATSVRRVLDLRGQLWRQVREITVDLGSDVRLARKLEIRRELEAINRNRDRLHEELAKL
#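 Activity is normalized to no-enzyme wells (full inhibition) and 1.25 nM enzyme wells (no inhibition). Reaction: 0.5 mM F6P, 0.1 mM ATP, 45 min RT, ADP-Glo luminescence; concentration-response curves fitted and classed by quality.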
# hERG WT inh: blocks the wildtype human KCNH2 potassium channel; U2OS, BacMam KCNH2, thallium flux FluxOr; hits give low values; 340,000 compounds, 0.37% hits; activity change, % at 1.84 µM; Q12809;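 active means maximum activity change below -70%; inconclusive means maximum activity change between -70% and -50%; inactive means maximum activity change above -50%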; further: on the % scale 0 is the no-effect control and ±100 the full control effect
#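 U2OS cells transduced with wild-type KCNH2 virus are loaded with FluxOr dye for 45 min, and thallium flux is measured in kinetic reads before and after stimulation buffer. Rate constants are normalized to DMSO controls.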
# TSHR antag: human thyrotropin receptor antagonism. P16473. TSHR-expressing cells, TSH-stimulated cAMP HTRF, 2 h; hits give low values. activity change, negative = inhibition, % at 11.5 µM. 330,000 compounds, 0.2% hits;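 active means activity change below a set negative limit, meaning inhibition stronger than a set level, cut at about -70% in these data; inconclusive means activity change between two set negative limits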; further: on the % scale 0 is the no-effect control and ±100 the full control effect
#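 TSHR-expressing cells were treated with compounds, then stimulated with TSH at EC80 (4nM final) for 2 hours at 37 deg C. Cellular cAMP was measured by HTRF competition between lysate cAMP and cAMP-d2 for a cryptate-labelled anti-cAMP antibody.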
# BCR signal inh: blocks chronic active B-cell receptor signaling. ABC-DLBCL IkBa-CBG/CBR reporter, luminescence ratio, 4 h. Potency, µM (doses to about 46.1 µM), for inactives: top-dose ratio change, negative = lower green/red ratio, hits mostly inhibitors. 340,000 compounds, 0.05% hits; active means well fitted inhibition curve with a large enough effect in the signal ratio, with a control signal flat, not every such curve was filed as active; inconclusive means small, poorly fitted or top-dose-only effect, or effect the other way, or a change in a side signal; the % refers to the signal ratio;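 further: potency means the concentration at half of the fitted maximal effect; plate controls were basal doxycycline-induced cells for no effect and cells given 10 µM MG132 for full effect; MG132 reads +100%, hits lower the ratio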
#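 Concentration-response series (up to 46 uM) were applied to TMD8 dual-reporter cells for 4 h at 37C with doxycycline. Green/red ratio, after filter-overlap correction, defined %Activity; red signal alone was normalised to basal cells and zero luminescence.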
# Starred values were filed as active, the others as inactive; ? = inconclusive; · = no result given; [ ] = another dose, or the depositor's remark. Unless noted, the call rests on the fitted dose curve; in most records, active means well fitted curve in the direction sought with a large enough effect; inconclusive means small, poorly fitted or top-dose-only effect, or another doubt; inactive means no such curve, though single readings can be large; an effect the other way counts as inactive or inconclusive.
SMILES,Giardia kill,CXXC DNA block,TCR activator,Coupling enz,A-T KAP1 phos,GALK inhibitor,Tb PFK block,hERG WT inh,TSHR antag,BCR signal inh
Cc1c(-c2ccc(F)cc2)nc(N)c(C#N)c1-c1ccco1,2,11%,2%,1,2%,2%,-3%,1,-4,7%
CSc1ccccc1OCc1cc(C(=O)NC2CCOC(C)(C)C2)no1 (stereo not drawn),18,-5%,7%,2,12%,-1%,-1%,23,-2,?
Cc1ccc2c(c1)C=CC(C)(C)S2=O (stereo not drawn),4,9%,-5%[46.1 µM],4,0%,2%,-1%,1,3,5%
CCOCCCNC(=O)c1cc2cc3cc(OC)ccc3nc2o1,8,10%,16%,-2,3%,-1%,6%,1,3,-1%
Cc1[nH]c2ccccc2c1C(C[N+](=O)[O-])c1cccs1 (stereo not drawn),2,-10%,-2%,-6,?,-1%,1%,-1,24,0%
COc1ccc(-c2ccc(OC)c([C@H]3[C@H]4C=CC[C@@H](C)[C@@H]4C(=O)N3Cc3ccccc3)c2)cc1C,14,9%,-15%,1,0%,-1%,3%,·,-9,?
Cc1cc(C(=O)NC(C)Cc2ccccc2)cc(C)c1[N+](=O)[O-] (stereo not drawn),9,2%,-2%,-1,3%,-3%,1%,-9,-5,?
C=C(Cl)COc1ccc2c(CCC)cc(=O)oc2c1,1,?,-23%,4,-8%,0%,-1%,-5,11,?
Cc1noc(C)c1C(=O)Nc1ccccc1C(=O)NCCc1ccccc1,11,0%,-3%,1,8%,-3%,-8%,-7,-13,11%
CC(C)(C)OC(=O)C[C@@H]1C/C=C\C[C@@H](CC(=O)NCCO)C(=O)N2CCC[C@H]2COC1=O,-3,·,-7%,·,-1%,·,0%,·,-1,0%
CN1C(=O)N(c2ccc(Cl)cc2)C(C)(O)CC1(C)C (stereo not drawn),6,2%,1%,2,-5%,-1%,-2%,-6,-4,4%
COc1ccc(NC(=O)c2cccnc2Nc2ccc(OC)cc2)cc1,9,-3%,1%,-2,·,-1%,-1%,7,-1,-1%
COc1ccc(S(=O)(=O)CCC(=O)Nc2ccc(OC)cc2OC)cc1,29,6%,-7%[46.1 µM],1,-7%,-3%,-2%,-18,22,4%
CC(OC(=O)c1cccnc1Cl)C(=O)NCc1ccccc1 (stereo not drawn),-7,·,-5%,·,-7%,·,0%,11,3,0%
Cn1c(=O)cc(OCCCC(=O)N2CCN(Cc3ccc4c(c3)OCO4)CC2)c2ccccc21,17,10%,0%,8,-16%,-1%,5%[0.46 µM],-4,3,?
NC(=O)c1cc(NC(=O)c2cc(Br)c(Br)s2)cc(C(N)=O)c1,-12,84%[activator],7%,-1,0%,9%,-8%,1,-3,1%
O=C(Cn1c(=O)oc2cc(S(=O)(=O)NCc3ccccc3)ccc21)NCc1ccco1,9,-7%,1%,-2,10%,1%,-12%,-5,-10,9%
COc1ccc(OC)c(-c2cc(C(=O)NCc3ccco3)no2)c1,8,1%,-13%,-1,·,2%,1%,-26,-25,?
Cc1cc(C#N)c(C)n1-c1cc(S(=O)(=O)N2CCOCC2)ccc1N1CCCC1,9,1%,-2%,-1,·,-3%,·,9,·,·
NC(=O)Cc1nc(-c2ccccc2)cs1,-4,5%,10%[46.1 µM],2,-4%,2%,0%,17,1,5%
CC1CCCN(C(=O)CN2C(=O)C(C)Oc3ccccc32)C1 (stereo not drawn),17,16%,2%,3,4%,14%,0%,-5,2,5%
CC(N=C1NS(=O)(=O)c2ccccc21)C(=O)NCc1ccc2c(c1)OCO2 (stereo not drawn),10,22%,3%,1,-4%,1%,-4%,1,1,-18%
COc1ccc(NS(=O)(=O)c2cc(NC(=O)c3ccc(F)cc3)ccc2OC)cc1,2,9%,-7%[46.1 µM],-6,·,0%,0%,18,20,?
COc1ccc(CCNC(=O)c2nnn(CC(=O)Nc3cccc(F)c3)c2N)cc1OC,-17,2%,0%,0,4%,11%,-6%,-4,6,-10%
CCOC(=O)CC1COCCN1C(=O)c1cc(COc2ccc(F)c(F)c2)on1 (stereo not drawn),8,-15%,-1%,2,25%,-1%,4%,15,50,7%
O=C(CSc1nc2ccccc2s1)N1CCN(C(=O)c2ccco2)CC1,4,-7%,2%,1,0%,1%,?,0,5,?
O=c1c2ccccc2nc2n1C(CSCc1ccccc1)CS2 (stereo not drawn),2,?,-4%,-4,-4%,-1%,-5%,3,-12,1%
CCN(CC)S(=O)(=O)c1cc(C(=O)OCC(=O)Nc2cccc(C)c2C)ccc1F,5,10%,2%[46.1 µM],-2,1%,0%,-2%,-3,-6,0%
CCC(=O)Nc1c(C(=O)Nc2cccc(OC)c2)oc2ccccc12,2,15%,-1%,0,9%,-1%,-3%,-2,-10,?
O=C(Nc1cccc(F)c1)NC1(C(=O)NCC2CCCO2)CCCCC1 (stereo not drawn),8,6%,0%,0,-4%,-1%,1%,-4,3,1%
Cc1ccc(S(=O)(=O)CNC(=S)c2cccc(Cl)c2)cc1,-10,1%,-3%[46.1 µM],0,-1%,0%,?,-3,-8,?
CC1CCN(S(=O)(=O)c2ccc(S(=O)(=O)NCC(=O)C(C)(C)C)cc2)CC1,-4,10%,-22%,-1,-3%,1%,-3%,4,3,0%
O=C(CSc1nnc(Cc2ccsc2)o1)c1ccccc1,-6,-9%,-8%,0,12%,0%,1%,2,-4,-2%
Cc1ccc(S(=O)(=O)c2nc(S(C)(=O)=O)sc2N2CCC(C(N)=O)CC2)cc1,-9,30%,1%,1,-5%,-3%,-3%,-2,2,-1%
CC(C)c1ccc(Nc2nc(NCc3ccco3)nc(N3CCOCC3)n2)cc1,3,8%,-2%,-5,-2%,-1%,11%,-9,-10,?
O=C(COC(=O)c1ccc(F)cc1F)Nc1cccnc1Cl,13,·,-1%,·,0%,·,-4%,1,0,4%
CC1CC(C)(C)CC2(C1)NC(=O)N(CC(=O)NCC(c1ccco1)N1CCCCC1)C2=O (stereo not drawn),10,-10%,-1%,0,-3%,-1%,0%,1,0,0%
O=C(CSc1nnc(-c2ccncc2)n1-c1ccc(F)cc1)NNC(=O)c1cccc(O)c1,31[activator],-1%,-2%[46.1 µM],8,-4%,-1%,-5%,30,7,-20%
OC(COCC(F)(F)C(F)(F)C(F)(F)C(F)F)Cn1c2ccccc2c2ccccc21 (stereo not drawn),-16,9%,0%,-14,11%,1%,7%,-9,14,?
CCn1c(SCC(=O)N2CCc3ccccc32)nc2c(c1=O)SC(C)C2 (stereo not drawn),51[activator],1%,-3%,2,8%,2%,0%,-9,0,5%
C=Cc1ccc(Cn2nc(-c3ccc(C)cc3)ccc2=O)cc1,-1,-10%,2%,0,5%,-3%,0%,-10,-9,-6%
O=C(NNc1ccccc1C(F)(F)F)c1sccc1Br,-11,0%,-3%,2,-6%,-2%,-3%,-6,6,-16%
COc1ccc(CCNC(=O)CSc2ccc3ccccc3c2)cc1OC,-9,6%,-1%[46.1 µM],-2,-7%,0%,9%,-7,17,?
C=CCn1c(SC/C=C/c2ccccc2)nnc1-c1sc(N)nc1C,4,-1%,8%,-3,0%,2%,2%,-1,-3,-9%
CCCN1CCC(=O)N([C@H](COc2ccccc2)CC(C)C)CC1,-5,0%,-5%,1,-13%,·,0%,32,19,-2%
CCOC(=O)c1sc(NC(=O)CN2C(=O)NC3(CC(C)CC(C)(C)C3)C2=O)cc1C (stereo not drawn),-3,·,-7%,·,-13%,·,3%,3,11,?
CC(=O)N(/N=C/c1ccc(C)cc1)c1nc(CCl)cs1,-3,9%,-1%,1,4%,-2%,5%,10,-14,?
CCN1/C(=C\C(=S)Nc2ccccc2)Sc2ccccc21,-14,-8%,8%,-2,-1%,-1%,9%,21,13,?
CC1CCC(NC(=O)CN2C(=O)NC3(CCCCC3C)C2=O)CC1 (stereo not drawn),20,·,-4%,·,3%,·,20%,-4,-4,-1%
COCCn1c(-c2ccsc2)nc2c1c(=O)[nH]c(=O)n2CC(C)C,-3,9%,2%,-6,-2%,-4%,1%,-2,-8,-11%
O=C(O)c1ccc2c(c1)S(=O)(=O)c1ccccc1C2=O,-28,-17%,3%,22,-4%,3%,3%,-4,12,14%
COc1ccc2c(=O)c3c(=O)n(-c4ccc(C)cc4)c(-c4ccccc4)nc3oc2c1,·,-17%,·,0,-1%,-2%,2%,·,-11,?
CC1CCC(NC(=O)c2cccc(S(=O)(=O)N3CCN(c4ccccc4)CC3)c2)CC1 (stereo not drawn),-22,·,0%,·,-11%,·,8%,-2,-1,2%
